Source: PubChem BioAssay (The Scripps Research Institute Molecular Screening Center)
hgDAF12 agonist = H. glycines DAF-12 receptor agonists, primary screen, cell-based, luminescence, HEK293, GAL4 fusion, UAS-luciferase; Nuclear hormone receptor DAF-12 (Heterodera glycines), GAL4 fusion; HEK293 GAL4-hgDAF12 UAS-luciferase reporter, agonist luminescence; normalized to butyrate control; activation, % at 6.8 µM; 370,000 tested, 1.8% active;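 active means activation above a cutoff set at the mean of all screened compounds plus 3 SD, cut at about 10% in these data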;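 further: 0% = DMSO wells and 100% = sodium butyrate wells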
PLC-gamma1 inh = PLC-gamma1 enzyme inhibitors, primary screen, biochemical, fluorescence, purified enzyme | fluorogenic substrate | AID 720700, 2013 | inhibition, % at 12.2 µM | 1-phosphatidylinositol 4,5-bisphosphate phosphodiesterase gamma-1 (Homo sapiens), P19174 | 370,000 tested, 0.84% active; in the data active means inhibition above about 9.5%
ADAM17 inh = ADAM17 inhibitors, primary screen, biochemical, QFRET. recombinant ADAM17, EDANS/DABCYL FRET peptide cleavage. inhibition, % at 6.95 µM. 370,000 tested, 0.83% active;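 active means inhibition above the mean of compounds lying between control limits plus 3 SD, set per campaign, cut at about 8.5% in these data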;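 further: 0% = DMSO-only wells as the low control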
DAX1 inh-1 = DAX1 (NR0B1) inhibitors on StAR promoter, primary screen, cell-based, luminescence, SF-1 (NR5A1), full-length DAX-1; AID 652010, 2013; inhibition, % at 6.8 µM; 370,000 tested, 1.1% active; HEK293T StAR-luciferase reporter, SF-1/DAX-1 repression relief;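 active means inhibition above the mean over all tested compounds plus 3 SD, cut at about 3.6% in these data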;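 further: 0% = DAX-1 cells with DMSO and 100% = cells lacking DAX-1 with DMSO; higher inhibition means more luminescence from relief of DAX-1 repression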
GAA850 FXN act = FXN promoter activators, primary screen, cell-based, luciferase luminescence, HEK293 lucGAA850; 360,000 tested, 0.56% active; activation, % at 6 µM; HEK293 lucGAA850 FXN promoter luciferase reporter, 24 h; percent of 10 µM SAHA response;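 active means activation above the average of all compounds screened plus 3 SD, cutoff fixed separately per campaign, cut at about 7.5% in these data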;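 further: 0% = DMSO wells and 100% = 10 µM SAHA wells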
ssDAF-12 act = S. stercoralis DAF-12 nuclear receptor activators, primary screen, cell-based, luminescence, HEK293, GRIP1 co-expression, lit1-tk-luc | HEK293 ssDAF-12/GRIP1 lit1-tk-luc reporter; % of 3 µM dafachronic acid response | activation, % at 6.8 µM | Nuclear hormone receptor DAF-12 (Strongyloides stercoralis) | AID 652126, 2013 | 370,000 tested, 1% active;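 active means activation above the mean over all tested compounds plus 3 SD, cut at about 0.9% in these data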;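 further: 0% = DMSO-only wells and 100% = 3 µM delta7-dafachronic acid wells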
PLC-beta3 inh = human PLC-beta3 inhibitors, primary screen, biochemical, fluorescence; 1-phosphatidylinositol 4,5-bisphosphate phosphodiesterase beta-3 (Homo sapiens), Q01970; 370,000 tested, 0.18% active; inhibition, % at 12.2 µM; Purified PLC-beta3, fluorogenic substrate; in the data active means inhibition above about 11%;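 further: 0% = median of compound wells on plate and 100% = full blocker control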
ADAM10 inh = human ADAM10 inhibitors, primary screen, biochemical, QFRET, HTS; Disintegrin and metalloproteinase domain-containing protein 10 (Homo sapiens), O14672; recombinant ADAM10, EDANS/DABCYL FRET peptide cleavage, 3 h; inhibition, % at 7 µM; 370,000 tested, 0.62% active;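 active means inhibition above a per-campaign cutoff equal to the mean of compounds falling between control-based bounds plus 3 SD, cut at about 20% in these data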;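 further: 0% = DMSO wells while the 100% control is not disclosed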
sPLA2-III inh = human group III sPLA2 inhibitors, primary screen, biochemical, QFRET, BODIPY PC-A2 liposome substrate; AID 743126, 2013; inhibition, % at 12.2 µM; QFRET BODIPY PC-A2 liposome hydrolysis, fluorescence; 370,000 tested, 0.56% active; Group 3 secretory phospholipase A2 (Homo sapiens), Q9NZ20;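 active means inhibition above mean plus 3 SD of compounds lying within the high and low control bounds, cut at about 19% in these data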;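 further: 0% = median of test compound wells and 100% = no enzyme DMSO wells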
hcDAF-12 act = H. contortus DAF-12 nuclear receptor activators, primary screen, cell-based, luminescence, HEK293, lit1-tk-luc reporter | HEK293 hcDAF-12 lit1-tk-luc reporter; 0% DMSO, 100% Δ7-dafachronic acid | activation, % at 6.8 µM | 370,000 tested, 1.4% active | AID 652067, 2013;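 active means activation above the mean of all tested compounds plus 3 SD, cut at about 5.5% in these data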;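 further: 100% = response to 3 µM Δ7-dafachronic acid high control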
DAX1 inh-2 = DAX1 (NR0B1) inhibitors, primary screen, cell-based, HEK293, Gal4-DAX1, luciferase luminescence. 340,000 tested, 0.99% active. HEK293 Gal4-DAX1 luciferase reporter. AID 504766, 2011. Nuclear receptor subfamily 0 group B member 1 (Homo sapiens), P51843. inhibition, % at 6.75 µM;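 active means inhibition above the mean over all tested compounds plus 3 SD, cut at about 4.2% in these data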;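 further: 0% = DAX1-transfected cells with DMSO and 100% = empty-vector control cells with DMSO; inhibition shows as a rise in luminescence from relieved DAX1 repression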
Active calls of the source: *; i = inactive; x = no result given.

SMILES	hgDAF12 agonist	PLC-gamma1 inh	ADAM17 inh	DAX1 inh-1	GAA850 FXN act	ssDAF-12 act	PLC-beta3 inh	ADAM10 inh	sPLA2-III inh	hcDAF-12 act	DAX1 inh-2
COc1ccc(CN2C(=O)c3cccc4cccc2c34)cc1F	0.6	-438	-14	0.5	2.6	-1.2	i	-41	-9	-1.9	2.6
CC(NC(N)=O)C(=O)OCC(=O)c1ccc(-c2ccccc2)cc1 (stereo not given)	5.8	8	3	0.1	-0.5	-0.9	4	4	-4	0.5	-2.0
CCc1ccc(C2(O)CC(C(F)(F)F)=NN2C(=O)Cc2ccc([N+](=O)[O-])cc2)cc1 (stereo not given)	-0.7	5	-1	-0.6	2.1	-0.4	-1	4	-5	-0.2	-1.2
O=C(O)c1cccc(S(=O)(=O)Nc2ccc(N3CCCCC3)cc2)c1	-0.6	1	-6	-0.3	-0.4	-0.8	-5	-13	3	-0.1	-1.5
Cc1nn(-c2ccccc2)c2c1C(=O)N(c1ccccc1)C(=O)C(C)(C)C2	0.1	2	-2	0.3	2.4	-1.2	3	0	-13	-1.4	-0.8
O=C(O)CC/C(=N\NC(=O)c1ccncc1)c1ccccc1	1.5	-3	-4	-0.5	-0.4	-0.6	-10	-6	8	-2.4	-0.4
S=C(NNC(=S)Nc1ccc(Cl)cc1)NNc1ccccc1	9.1	2	-2	-0.5	2.1	0.0	2	-3	3	0.8	1.8
CCOC(=O)c1ccc(Oc2ccc(C(F)(F)F)cn2)cc1	0.3	2	-1	-0.2	-0.3	-0.5	2	2	0	-1.9	-0.1
COc1cccc(NC(=O)N2CCCC2C(=O)NC2CC2)c1 (stereo not given)	-0.1	-1	4	-0.3	2.5	-1.0	2	4	8	-2.2	-0.2
O=C(Cn1nc(Cc2cccnc2)c2ccccc2c1=O)Nc1cccnc1Cl	0.4	3	1	0.1	0.5	-1.6	-2	-1	2	-0.3	-1.3
COCCNC(=O)C1(C)CCCN(C(=O)c2ccccc2)C1 (stereo not given)	-0.1	-2	-8	1.3	0.3	-0.8	3	-10	8	-1.6	x
CCS(=O)(=O)c1nc(S(=O)(=O)c2ccc(Cl)cc2)c(NCc2ccccn2)s1	2.1	-1	-2	-0.1	0.8	-1.7	-1	0	-3	-0.6	2.0
CCCc1nc(SCC(=O)NCC2CCCO2)c2c(=O)n(C)c(=O)n(C)c2n1 (stereo not given)	-2.0	1	-2	2.2	-1.3	-0.9	-6	-6	3	-0.9	0.8
CCN(CC)C(=O)CSc1nc(O)c(Cc2ccc(OC)cc2)c(=O)[nH]1	-0.9	0	-2	-0.1	1.4	-1.9	-6	1	4	-1.2	0.1
CCc1ccccc1NC(=O)CSc1ncn[nH]1	-1.4	4	0	0.3	-0.2	-1.7	5	1	-10	-1.5	-0.2
O=C(COC(=O)c1cc(S(=O)(=O)Nc2ccccc2Cl)ccc1O)Nc1nc2ccccc2s1	2.4	-3	-3	-1.6	-1.1	-1.0	-11	0	-28	2.3	-1.3
O=C(N/N=C/c1cccs1)c1n[nH]c2c1CCC2	14*	-1	3	0.9	1.9	1.8*	3	7	1	7.1*	1.5
CCOc1ccc(CC(=O)Nc2nccs2)cc1	1.2	-2	-7	-0.2	0.4	-0.8	1	4	-2	-0.9	-0.9
O=C(CSc1ncn[nH]1)Nc1ccccc1Sc1ccccc1	-3.4	-3	-5	-1.0	2.8	-0.8	1	-6	-31	-0.7	-1.5
NNc1ccc2nncn2n1	0.5	-3	0	-0.1	-1.8	-0.9	-9	-4	-11	-1.6	0.9
COc1ccc(NC2=NC(=S)N(c3ccccc3C)C23CCCCC3)cc1	-0.9	5	1	-0.3	-3.1	-1.3	2	4	3	-0.6	1.4
Cc1ccc(S(=O)(=O)NNC(=O)c2cnn(-c3ccccc3)c2-n2cccc2)cc1	-1.3	0	-2	-0.9	0.0	-0.9	0	0	-34	0.0	0.0
Oc1[nH]c2ccccc2c1N=Nc1ccccc1	10	-3	4	1.9	6.4	0.5	-17	10	-10	13*	1.9
COc1ccc(C(C(N)=O)c2ncc(C(F)(F)F)cc2Cl)cc1 (stereo not given)	0.0	-3	0	0.1	-0.6	-1.2	-1	-2	10	-0.9	0.3
Cc1ccc2nc(SCC(=O)NCc3ccc4c(c3)OCO4)nc(=O)n2c1	-2.8	1	-2	0.7	-1.0	-1.1	4	6	7	-1.4	1.1
Nc1nc2nc(-c3ccc(OCc4ccccc4)cc3)cc(C(F)(F)F)n2n1	-2.1	-104	-79	-0.3	1.4	-1.3	-139	-289	7	2.0	-0.2
CCC1Oc2ccc(C)cc2N(CC(=O)N(Cc2cccnc2)Cc2ccc(C)o2)C1=O (stereo not given)	-1.9	0	-3	-1.1	-0.9	-1.5	3	0	-4	-2.2	0.6
CCNC(=O)CC1C(=O)N(c2ccc(C)cc2)C(=O)N1CCOC (stereo not given)	1.6	1	-2	0.1	-0.3	-1.1	-7	2	2	-0.5	0.7
CC1(C)CC(=O)C=C(NCCN2CCNCC2)C1	-3.1	11*	-1	-0.6	x	-0.9	2	-8	4	0.3	x
COc1cc(C(=S)N2CCCCC2)ccc1O	0.2	0	2	-0.2	1.2	-1.0	3	3	-3	-0.4	0.8
CNc1oc(-c2ccc(Cl)cc2)nc1P(=O)(c1ccccc1)c1ccccc1	-1.2	-6	-25	-0.3	5.1	-1.7	-22	-64	1	-3.5	0.3
COc1ccc(C2N=C(c3ccccc3)C(C)(C)N2O)cc1OC (stereo not given)	-3.1	-2	-4	-1.8	1.5	-2.0	-2	4	0	-2.7	-0.6
COc1ccc(C(=O)NCC(=O)O)cc1	-1.1	3	5	-0.2	2.6	-0.9	7	1	3	-0.1	0.1
O=C(c1cccc2cccc(O)c12)N1CCCCC1	1.3	-4	-3	-0.2	-1.7	-0.4	0	-1	-20	0.5	-0.2
Cc1ccc(S(=O)(=O)Nc2ccc3c(c2)nc(CCN2CCCC2)n3C)cc1	-3.1	-4	-6	0.1	4.4	-1.8	-14	-22	-19	-3.3	-0.5
CN(c1cccc(NS(=O)(=O)c2ccccc2)c1)S(C)(=O)=O	-0.7	3	-1	-1.0	-1.3	-0.5	-2	3	-1	-0.8	-0.4
O=C(NC1CCCCC1)C1CCN(c2cnccn2)CC1	4.2	-12	-7	-0.1	0.9	-1.5	-26	-34	1	0.1	-0.4
COc1ccc(-c2cc(C)no2)cc1S(=O)(=O)Nc1ccccc1	0.7	3	0	-1.9	-1.2	-1.2	2	4	-12	-3.1	0.0
C=C(C)Cn1c(SCCN2CCOCC2)nc2c1c(=O)[nH]c(=O)n2C	0.4	2	-3	-0.2	-1.1	-1.2	-2	0	-1	-0.4	0.5
CCCn1nnc(NC(=O)c2ccc(Br)o2)n1	-0.1	1	-2	0.5	-0.5	-1.2	6	2	-5	-0.5	0.8
O=C(N/C(=C/c1ccco1)C(=O)N1CCCC1)c1cccs1	0.1	-11	-9	0.0	-0.3	-1.0	-11	-13	-3	-0.9	-0.2
COC(=O)CSc1nnc(NC(=O)C2CC(=O)N(c3ccc(F)cc3)C2)s1 (stereo not given)	0.0	-4	3	-1.0	0.0	-0.7	-10	2	-8	0.1	0.5
COc1ccc(CN2CC(C(=O)NCCC(C)C)CC2=O)cc1 (stereo not given)	5.3	0	-6	0.0	-0.5	0.3	-5	2	5	-0.5	0.4
O=C(c1ccco1)N1CCN(Cc2cccc(F)c2)CC1	0.8	0	-3	-1.4	-2.1	-1.0	4	7	-1	-2.1	-0.6
Cc1ccc(CN2CCN(Cc3ccncc3)CC2CCO)o1 (stereo not given)	-2.3	-2	-4	-0.1	0.2	-0.7	-7	-1	5	1.7	1.1
CCOC(=O)Cc1c(C)nc(SC)[nH]c1=O	11*	1	-1	0.5	-1.0	-0.8	1	-1	2	-0.4	0.5
CCOC(=O)CSc1nnc(-c2ccc(OC)cc2)n1CC	-1.8	1	-2	-0.1	0.1	-0.9	-1	-8	2	-2.5	1.7
O=C(O)c1cc(Nc2cc(Cl)c3nonc3c2[N+](=O)[O-])ccc1O	1.4	2	-3	0.1	-1.2	-1.1	-1	-2	4	-2.7	-0.3
Cn1c(=O)n(-c2ccc(Cl)cc2)c(=O)c2c3c(sc21)COC(C)(C)C3	1.8	-4	-3	0.5	-3.0	-1.6	-1	-4	4	0.1	0.7
CSc1nc(O)c(C(c2ccc(F)cc2)c2c(O)nc(SC)[nH]c2=O)c(=O)[nH]1	-0.1	-3	-4	0.2	-0.1	-1.5	-10	-6	6	0.7	x

Carrying on:
SMILES	hgDAF12 agonist	PLC-gamma1 inh	ADAM17 inh	DAX1 inh-1	GAA850 FXN act	ssDAF-12 act	PLC-beta3 inh	ADAM10 inh	sPLA2-III inh	hcDAF-12 act	DAX1 inh-2
O=C(NC(c1ccc(Cl)cc1)c1ccsc1)C1CCN(CCOc2ccc(Cl)cc2)CC1 (stereo not given)	-0.4	2	4	1.7	0.8	-0.8	0	3	-6	-1.3	x
COc1ccc(C(=O)O/N=C(\N)c2ccc(Cl)cc2)cc1	5.8	-1	0	0.4	4.4	-0.8	-8	-4	10	-1.5	1.9
C/C(=N\Nc1nc2ccccc2s1)c1cccs1	12*	-4	7	3.4	2.4	1.4*	-9	25*	-3	18*	1.0
CCc1cc2c(N3CCCCC3)ncnc2s1	0.5	3	-2	-0.9	-1.3	-1.2	2	-2	8	-0.6	-0.8
CN1CCN(c2nc(-c3ccc(Cl)s3)cs2)CC1	-4.2	-7	2	0.0	0.9	-0.8	-13	-7	-2	0.3	1.2
CC(C)(C)c1ccc(C(=O)OCCN2CCCCC2)cc1	0.6	3	-2	0.1	-0.4	-0.9	0	5	-6	-0.8	-0.9
Cc1ccc(S(=O)(=O)c2cnc(-c3ccccc3)nc2N2CCN(C)CC2)cc1	3.6	1	3	1.2	1.9	-1.5	2	-2	-15	1.4	1.0
